# Eya2 inh: inhibitors of human Eya2 phosphatase activity; recombinant Eya2, OMFP fluorescence dephosphorylation (OMFP is methylfluorescein phosphate); AID 488837; Potency, µM (highest dose often 76.9 µM), inactives show at the top dose activity, negative = inhibition, most hits filed as inhibitors; 330,000 tested, 0.006% active; O00167; also: potency is read from the fitted curve at half-maximal effect
#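 Eya2 protein (added as 0.2 uM solution) was preincubated with compound for 10 min at ambient temperature in 50 mM HEPES pH 7.5, 50 mM NaCl, 5 uM MgCl2, 0.05% BSA, 1 mM DTT. OMFP (added at 50 uM) then reacted 10 min; fluorescence read at 485/525 nm.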
# Giardia killer: kills Giardia lamblia. Giardia lamblia trophozoite viability. activity change, % at 7.66 µM, hits read low. 340,000 tested, 0.15% active; in the data active = activity change below about -80%; inconclusive = between about -30% and that limit;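 also: parasites exposed to compound for two days anaerobically before the ATP read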
#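 Luminescence from cellular ATP indicates surviving trophozoites (100 cells/well) following 48 hrs anaerobic compound treatment at 37 deg C; signal develops 15-30 min at room temperature.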
# Coupling enz: counter-screen for Giardia aldolase inhibitors: coupling enzyme system | 290,000 tested, 0.67% active | AID 2472 | coupling enzyme system counterscreen, AmpLite Red fluorescence | activity change, negative = inhibition, % at 58.2 µM, hits read low; in the data active = activity change below about -30%
#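 Final compound at 57.5 uM, incubated 10 min at RT with coupling enzyme reagent (glyceraldehyde-3-phosphate), then 20 min with substrate and AmpLite Red detection. Fluorescence read at 525/598 nm; tests interference with the coupling assay, not aldolase inhibition.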
# KCNH2 3.1 block: inhibitors of human KCNH2 3.1 potassium channel isoform; U2OS KCNH2 3.1, thallium flux FluxOr; active compounds read low; activity change, % (tested at about 1.8 µM); 340,000 tested, 0.95% active; AID 720553;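 active = maximum activity change below -70%; inconclusive = maximum activity change from -70% to -50%; inactive = maximum activity change above -50%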;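 also: thallium influx rate constant from kinetic fluorescence after stimulation buffer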
#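 Channel expression came from 3.1 mutant virus (1.77 x 10^8 /mL) applied to suspended U2OS cells for 4 h. Flux was tracked with FluxOr dye plus Red40 quencher, and kinetic rate constants normalized to controls.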
# Chronic BCR inh: blocks chronic active B-cell receptor signaling | ABC-DLBCL IkBa-CBG/CBR reporter, luminescence ratio, 4 h | Potency, µM (doses to about 46.1 µM), without a hit: at the highest dose ratio change, negative = lower green/red ratio, most hits filed as inhibitors | 340,000 tested, 0.05% active; active = well fitted inhibition curve with a large enough effect in the signal ratio, with a control signal flat, not every such curve was filed as active; inconclusive = small, poorly fitted or top-dose-only effect, or effect the other way, or a change in a side signal; the % refers to the signal ratio;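 also: potency is read from the fitted curve at half-maximal effect; plate controls were basal doxycycline-induced cells for no effect and cells given 10 µM MG132 for full effect; MG132 reads +100%, hits lower the ratio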
#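 Concentration-response series (up to 46 uM) were applied to TMD8 dual-reporter cells for 4 h at 37C with doxycycline. Green/red ratio, after filter-overlap correction, defined %Activity; red signal alone was normalised to basal cells and zero luminescence.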
# GALK inh: inhibitors of human galactokinase; Purified GALK, Kinase-Glo residual ATP luminescence; Potency, µM (top dose mostly 57.5 µM), for inactives: at the top dose activity change, negative = inhibition, most hits filed as inhibitors; 270,000 tested, 0.007% active; also: potency is read from the fitted curve at half-maximal effect
#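 The enzyme phosphorylates galactose (100 uM) using ATP (35 uM); inhibition is detected as higher residual ATP, quantified by bioluminescence after 1 h reaction at room temperature, pH 8.0.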
# B2AR arrestin: beta2AR (human) beta-arrestin recruitment activity | beta-arrestin recruitment to beta2AR, cell-based reporter | Potency, µM (top dose mostly 46.1 µM), inactives show at the highest dose activation, most hits filed as activators | 330,000 tested, 0.02% active | P07550;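 also: potency is read from the fitted curve at half-maximal effect; 0% = DMSO controls and full agonism = EC100 isoproterenol or metaproterenol; nearly all actives have a fitted effect of over 65% in size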
# USP2a inh: USP2a (human) protease inhibition; 330,000 tested, 0.01% active; USP2 core, Ub-CHOP2 coupled fluorogenic reporter, 485/531; Potency, µM (doses to about 38.3 µM), without a hit: top-dose activity change, negative = inhibition, most hits filed as inhibitors; O75604; AID 463254;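 also: potency is read from the fitted curve at half-maximal effect; plate controls were DMSO wells for no effect and full inhibition by NEM control for full effect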
#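 USP2 core (10nM final) preincubated 30min RT with compound in 20mM Tris-HCl pH 8.0, 2mM CaCl2, 2mM beta-mercaptoethanol, 0.05% CHAPS; 25nM Ub-CHOP2 plus 25nM reporter substrate added, fluorescence (Ex485/Em531) read after 60min.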
# uPA generation: inhibitors of cell surface uPA generation. cell surface uPA generation assay, qHTS. Potency, µM (highest dose often 38.3 µM), for the others: at the top dose activity change, negative = inhibition, most hits filed as inhibitors. 330,000 tested, 0.31% active. AID 540303; active = well fitted inhibition curve with a large enough effect; inconclusive = small, poorly fitted or top-dose-only effect; inactive = no such curve, though single readings can be large or run the other way; tested in mouse RAW 264.7 cells; also: potency is read from the fitted curve at half-maximal effect; nearly all actives have a fitted effect of over 55% in size
# PKM2 activator: increases activity of human pyruvate kinase M2; purified PKM2, Kinase-Glo ATP luminescence, activation; response scale: 0% is enzyme alone, no compound; Potency, µM (titrated, usually from 57.5 µM), inactives show top-dose activation, actives largely listed as activators; 260,000 tested, 0.34% active; AID 1631; also: potency is read from the fitted curve at half-maximal effect; nearly all actives have a fitted effect of over 55% in size
#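 Kinase-Glo luminescence reports ATP generated from ADP (0.1 mM) and PEP (0.5 mM) by purified hPK-M2 after 1 h at room temperature, pH 7.2 imidazole buffer; intermediate enzyme activity allows detecting inhibitors and activators.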
# KCNH2 WT inh: inhibitors of human wildtype KCNH2 potassium channel; Q12809; U2OS, BacMam KCNH2, thallium flux FluxOr; active compounds read low; activity change, % at 1.84 µM; 340,000 tested, 0.37% active;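 active = maximum activity change below -70%; inconclusive = maximum activity change between -70% and -50%; inactive = maximum activity change above -50%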
# Target sequence (Q12809 whole entry, looked up): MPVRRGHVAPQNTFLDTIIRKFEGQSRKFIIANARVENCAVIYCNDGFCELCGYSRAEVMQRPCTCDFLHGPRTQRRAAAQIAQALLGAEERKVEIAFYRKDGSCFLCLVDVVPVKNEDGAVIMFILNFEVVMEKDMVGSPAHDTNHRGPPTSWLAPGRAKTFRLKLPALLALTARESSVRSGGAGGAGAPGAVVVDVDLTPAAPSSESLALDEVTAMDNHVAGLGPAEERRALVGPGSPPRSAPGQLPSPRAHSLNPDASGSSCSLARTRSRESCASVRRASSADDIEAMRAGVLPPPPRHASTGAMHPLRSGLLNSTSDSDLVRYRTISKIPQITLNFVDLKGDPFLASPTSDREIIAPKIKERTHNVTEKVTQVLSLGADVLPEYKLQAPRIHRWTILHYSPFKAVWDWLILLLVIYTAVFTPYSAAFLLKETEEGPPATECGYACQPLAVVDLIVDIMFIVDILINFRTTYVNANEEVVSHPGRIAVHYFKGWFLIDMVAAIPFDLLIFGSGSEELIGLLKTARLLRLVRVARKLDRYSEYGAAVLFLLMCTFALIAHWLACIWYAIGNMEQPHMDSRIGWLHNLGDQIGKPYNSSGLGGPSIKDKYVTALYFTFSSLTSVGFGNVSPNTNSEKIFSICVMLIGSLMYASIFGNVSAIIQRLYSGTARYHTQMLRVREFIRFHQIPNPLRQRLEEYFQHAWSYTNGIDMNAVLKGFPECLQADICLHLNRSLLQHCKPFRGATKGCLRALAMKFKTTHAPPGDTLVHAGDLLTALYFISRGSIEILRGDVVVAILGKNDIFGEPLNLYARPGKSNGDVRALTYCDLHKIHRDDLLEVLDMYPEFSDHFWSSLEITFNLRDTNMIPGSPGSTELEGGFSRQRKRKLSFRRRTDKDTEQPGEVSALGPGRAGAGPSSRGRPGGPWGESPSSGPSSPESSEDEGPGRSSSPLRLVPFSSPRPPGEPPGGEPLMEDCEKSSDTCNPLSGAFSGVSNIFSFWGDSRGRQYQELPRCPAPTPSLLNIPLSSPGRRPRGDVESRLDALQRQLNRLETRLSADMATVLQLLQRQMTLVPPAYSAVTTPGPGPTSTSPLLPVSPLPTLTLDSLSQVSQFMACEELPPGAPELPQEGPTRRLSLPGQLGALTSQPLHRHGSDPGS
#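 U2OS cells transduced with wild-type KCNH2 virus are loaded with FluxOr dye for 45 min, and thallium flux is measured in kinetic reads before and after stimulation buffer. Rate constants are normalized to DMSO controls.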
# The depositor's hits bear a star; ? = inconclusive; nt = no result given. Unless noted, calls follow the shape of the dose curve; as a rule, active = well fitted curve in the direction sought with a large enough effect; inconclusive = small, poorly fitted or top-dose-only effect, or another doubt; inactive = no such curve, though single readings can be large; an effect the other way counts as inactive or inconclusive. Unless noted, % is scaled to controls: 0 for no effect and ±100 for the full control effect.
# Screens in order: Eya2 inh, Giardia killer, Coupling enz, KCNH2 3.1 block, Chronic BCR inh, GALK inh, B2AR arrestin, USP2a inh, uPA generation, PKM2 activator, KCNH2 WT inh
Cc1nc(SCC(=O)N2c3ccccc3NC(=O)CC2C)c2c(C)c(C)sc2n1 (stereo not given)
  -5%, -19, nt, 8, -25%, nt, -0.1%, 2%, -2%, nt, -6
COc1ccc(N(CC(=O)NCc2ccc(C)cc2)S(=O)(=O)c2ccccc2[N+](=O)[O-])c(OC)c1
  6%, 0, -3, -7, 7%, -3%, -0.3%, 0%, -1%, 2%, 11
O=C(COC(=O)c1cnccn1)c1ccc2ccccc2c1
  -1%, -5, -5, 19, -12%, -3%, 0.1%, 2%, 3%, 1%, 11
CC(C)NC(=O)C(Cc1ccccc1)N1C(=O)c2ccccc2C1=O (stereo not given)
  0%, 10, 1, 2, 12%, 1%, -0.6%, -7%, 4%, 0%, -1
Cc1ccccc1-n1c(C)nnc1SCC(=O)NC1CCCc2ccccc21 (stereo not given)
  -12%, 19, 4, 0, 18%, 0%, -0.5%, 0%, 6%, -26%, -2
Cc1ccc(NC(=O)C(=O)NCCCN2CCCC2=O)c(C)c1
  33%, 2, nt, -9, -1%, nt, 0.1%, 1%, 0%, nt, 0
Nc1nc(N2C(=O)C3CC=CCC3C2=O)nn1-c1ccccc1 (stereo not given)
  15%, -11, 2, 13, 3%, -5%, 0.3%, 3%, -4%, -6%, -1
Cn1c(CSc2nc3ccccc3s2)nc2ccccc21
  8%, -22, -3, -19, 5%, 0%, -0.1%, 4%, -4%, 30%, 1
COc1cc(OC)c2c(-c3ccccc3)cc(=O)oc2c1C(CCN1CCCC(C)C1)c1ccc(N(C)C)cc1 (stereo not given)
  -20%, -25, 2, -7, ?, 0%, -0.3%, 9%, ?, 4%, 10
Cc1c(C)c2c(OCC(=O)N[C@@H](C(=O)O)c3ccccc3)cc3c(c2oc1=O)CCC(C)(C)O3
  2%, -2, 3, 7, ?, nt, -0.8%, 3%, 3%, -2%, -1
CCN1C(=O)c2ccccc2S(=O)c2ccc(C(=O)N3CCOCC3)cc21 (stereo not given)
  14%, -12, -2, -5, -5%, nt, -0.9%, -1%, 2%, -5%, -1
Cc1cccc(N=C2SC(C)CN2C(=O)CN2C(=O)NC3(CCCC3)C2=O)c1 (stereo not given)
  1%, 29, nt, -9, 3%, nt, 0.4%, -2%, -29%, nt, 0
Cc1ccc(Cn2nnc3c(=O)[nH]c(C4CCCN(C(=O)Nc5ccc(F)cc5)C4)nc32)cc1 (stereo not given)
  -9%, 1, 1, 9, -1%, 3%, -1.2%, 1%, nt, -4%, 6
COc1ccc(OC)c2sc(N(CCN(C)C)C(=O)c3cc(Cl)sc3Cl)nc12
  -4%, -4, -5, 10, -26%, -1%, -0.2%, 2%, -3%, 6%, 18
CCNc1nnc(CCn2nc(C)c(Br)c2C)s1
  3%, -6, -1, 2, ?, -1%, -0.1%, -1%, -3%, 0%, 2
COc1ccc(Br)cc1CNC(=O)Cn1nc(C)n2cccc2c1=O
  -8%, 13, nt, 19, 5%, -7%, -0.1%, 4%, -10%, nt, -26
CC(C)[C@H](NC(=O)C1CCN(C(=O)[C@@H]2CCCN2)CC1)C(=O)NCc1ccc(F)cc1
  6%, 8, -2, 1, 0%, nt, -0.5%, 2%, 6%, 2%, -1
CCN(C(=O)COC(=O)c1nc2nc(C)cc(C)n2n1)C1CCCCC1
  14%, -3, nt, 11, 1%, nt, 0.2%, 2%, 9%, nt, 7
CCOC(=O)c1cc2c(ccn2-c2ccc(F)cc2)n1CC(=O)N(CC)CC
  -14%, -4, -9, -1, ?, -2%, -0.1%, -11%, -8%, 3%, nt
Cc1ccn2nc(C(=O)OCC(=O)N(CC(C)C)C3CCS(=O)(=O)C3)nc2n1 (stereo not given)
  3%, -7, nt, -20, -1%, nt, -0.1%, 3%, 1%, nt, 1
COc1cccc(C(C(=O)NC(C)(C)C)N(CC(C)C)C(=O)CCC(=O)Nc2cc(C)on2)c1OC (stereo not given)
  -8%, -6, 0, 8, -1%, 12%, 0.1%, 1%, 6%, -4%, 3
O=C(NCC(c1cccs1)N1CCOCC1)c1cc2ccccc2o1 (stereo not given)
  16%, 12, -1, -7, 1%, 2%, 0.1%, 1%, -17%, 0%, 4
CCCCN(CCCC)S(=O)(=O)c1ccc2oc(C(=O)N3CCOCC3)c(C)c2c1
  -17%, 12, 0, 17, 3%, 0%, -1.2%, -7%, nt, -2%, -5
O=C(NC1CCCCC1)N(Cc1ccccc1)Cc1ccco1
  nt, -11, 5, -30, nt, -2%, nt, nt, 10%, -1%, 1
Cc1ccc2c(CN3CCOCC3)cc(=O)oc2c1C
  -6%, 15, 0, 8, ?, -2%, -0.7%, 8%, 6%, nt, -22
COc1ccc(C(=O)CSc2n[nH]c(-c3ccncc3)n2)cc1[N+](=O)[O-]
  0%, 24, 0, -2, -1%, 1%, 0.0%, 0%, -7%, 9%, -1
CCn1c(NCc2ccccn2)nc2c1c(=O)n(C)c(=O)n2C
  -15%, 2, -1, 4, ?, -2%, -0.1%, 0%, nt, 0%, 4
COC(=O)c1ccc(Cl)c(NC(C)=O)c1
  13%, -9, 1, 11, 10%, -7%, 0.3%, -1%, 1%, -4%, -25
COc1ccc(C(=O)Nc2nc(-c3ccc(OC)cc3)c(-c3ccc([N+](=O)[O-])cc3)s2)cc1
  20%, 10, -4, -10, -3%, -2%, 0.1%, 0%, 1%, -3%, -4
Cc1[nH]n(-c2ccccc2)c(=O)c1Sc1ccc(Cl)cc1
  18%, 1, 0, -1, ?, 3%, 0.1%, 3%, 1%, -4%, -4
COc1cc(NS(=O)(=O)c2ccc(NC(=O)c3ccco3)cc2)nc(OC)n1
  18%, -1, 3, 1, 1%, 1%, -0.3%, -2%, 5%, 0%, -3
CCOC(=O)C1=CN(Cc2cccc(F)c2)S(=O)(=O)N(CC)C1c1ccc2ccccc2c1 (stereo not given)
  -2%, -5, nt, -12, 1%, nt, 0.0%, 0%, 2%, nt, -12
c1ccc(-c2ccc(SCc3cccnc3)nn2)nc1
  5%, -24, 2, 6, ?, 1%, 0.2%, 0%, 3%, 1%, 22
Cc1ccc(Nc2nnc(SCC(=O)NCC3CCCO3)s2)cc1 (stereo not given)
  0%, -5, nt, 16, 0%, nt, 0.4%, 4%, -29%, nt, -3
Cc1c(OCc2ccccc2)c(=O)ccn1Cc1ccccc1
  -2%, 4, 4, 3, 1%, 4%, -0.3%, -2%, 0%, -2%, 2
Cc1cccc(OCCCSc2nc3ccccc3[nH]2)c1
  -26%, -7, 4, -8, -3%, 3%, 0.2%, -1%, 3%, 0%, -1
CCSc1nnc(NC(=O)CSc2nc3c(c(=O)n2CC)SC(C)C3)s1 (stereo not given)
  -9%, -20, 5, -15, -1%, 5%, -0.7%, 1%, -5%, -3%, 13
S=c1[nH]nc(-c2ccncc2)n1/N=C/c1cccc(Cl)c1
  -3%, -16, 8, 11, 4%, -2%, -0.2%, 8%, -14%, 0%, 0
N#C/C(=C\c1ccc(N2CCOCC2)o1)c1ccccc1
  -16%, -3, -44*, -18, 5%, 5%, -0.3%, -1%, -27%, ?, -1
COc1ccc(CCNC(=O)/C=C/c2cc(OC)c(OC)c(OC)c2)cc1OC
  1%, 13, 2, 23, -17%, 11%, 0.1%, 5%, -2%, ?, 0
COCc1cc(CN(C)C(=O)C2CCC(=O)N(Cc3cccc(OC)c3)C2)[nH]n1 (stereo not given)
  8%, -5, nt, 0, 12%, 8%, 0.2%, 0%, 5%, nt, 0
Cc1ccc(C(=O)Nc2ccc3c4c(cccc24)CC3)cc1[N+](=O)[O-]
  -3%, -19, -1, -20, ?, -2%, 3.7%, 5%, -1%, 3%, -4
O=C(O)CC1=C(Nc2ccccc2)C(=O)N(c2ccccc2)C1c1ccc(F)cc1 (stereo not given)
  3%, -9, 7, -7, ?, 0%, -0.7%, 3%, -12%, 5%, 2
COc1cccc(C(=O)NC(C)c2cccc3ccccc23)c1OC (stereo not given)
  -7%, 3, -5, 13, 6%, 1%, 0.3%, -1%, 3%, 0%, 0
Cc1ccc(N2C(=O)CCC2(C(N)=O)c2ccccc2)cc1 (stereo not given)
  0%, 5, 1, 23, 0%, 3%, 0.0%, -1%, 1%, 10%, 5
CCC1CCc2sc(C(=O)NCC3CCCO3)cc2C1 (stereo not given)
  2%, -21, nt, -10, -2%, nt, -0.3%, 5%, -16%, nt, -16
CCC(=O)Nc1ccc(/C(C)=N\NS(=O)(=O)c2ccc(C)cc2)cc1
  -12%, 9, 0, nt, -14%, nt, 0.3%, 2%, 8%, -8%, -4
CC1CCCN(CCCN2C(=O)C3C(C(=O)Nc4cccc(Cl)c4)C4C=CC3(O4)C2C(=O)NC2CCCCC2)C1 (stereo not given)
  3%, -1, 2, -6, 9%, 6%, 0.0%, 3%, -2%, 3%, -2
COc1ccc(-c2sc(Nc3ccccc3)n[n+]2-c2ccccc2)cc1Br
  13%, 4, nt, -3, ?, nt, 0.4%, 4%, -7%, nt, -24
